From PubChem BioAssay
IDH1 R132H inh – inhibitors of IDH1 R132H reductase, primary screen, biochemical, plate reader, single point | 70,000 tested, 0.18% active | inhibition, % at 10 µM | Isocitrate dehydrogenase [NADP] cytoplasmic (Homo sapiens), O75874 | diaphorase/resazurin fluorescence, 60 min | AID 624101, 2012; in the data active means inhibition above about 34%;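 further: 0% = DMSO and 100% = no enzyme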
EZH2 inh – EZH2/PRC2 methyltransferase inhibitors, primary screen, biochemical, DELFIA time-resolved fluorescence, single point. 57,000 tested, 0.35% active. Histone-lysine N-methyltransferase EZH2 (Homo sapiens), Q15910. PRC2 H3K27 methylation, DELFIA TRF, 1 h. inhibition, % at 12.5 µM;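 active means mean inhibition of replicates at least 50% and every single replicate also reaching 50%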;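 further: dimethyl H3K27 on biotinylated H3 21-44 peptide detected by antibody; plate controls were median neutral control wells for no effect and median positive control wells for full effect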
Target sequence (Q15910 whole entry, looked up): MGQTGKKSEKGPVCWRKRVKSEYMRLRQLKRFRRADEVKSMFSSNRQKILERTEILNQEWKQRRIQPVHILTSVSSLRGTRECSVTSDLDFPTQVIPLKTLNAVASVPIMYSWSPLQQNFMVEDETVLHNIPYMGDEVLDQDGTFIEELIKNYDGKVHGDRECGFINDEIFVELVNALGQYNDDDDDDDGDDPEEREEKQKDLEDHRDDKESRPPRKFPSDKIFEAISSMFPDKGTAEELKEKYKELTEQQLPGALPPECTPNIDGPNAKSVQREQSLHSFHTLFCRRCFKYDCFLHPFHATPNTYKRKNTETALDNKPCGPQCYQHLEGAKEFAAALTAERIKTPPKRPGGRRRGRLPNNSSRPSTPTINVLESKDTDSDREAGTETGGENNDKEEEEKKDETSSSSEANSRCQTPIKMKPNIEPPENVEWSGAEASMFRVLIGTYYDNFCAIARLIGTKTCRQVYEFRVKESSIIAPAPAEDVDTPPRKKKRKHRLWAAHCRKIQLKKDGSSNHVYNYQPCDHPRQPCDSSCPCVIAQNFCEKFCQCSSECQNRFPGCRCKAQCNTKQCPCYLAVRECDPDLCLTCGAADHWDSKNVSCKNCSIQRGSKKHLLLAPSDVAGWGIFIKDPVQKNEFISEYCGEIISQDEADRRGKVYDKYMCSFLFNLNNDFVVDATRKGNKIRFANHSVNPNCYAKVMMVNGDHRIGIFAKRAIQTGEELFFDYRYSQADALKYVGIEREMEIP
* hit, by the source's call; / = not tested or not shown; & = joins results of further samples. Not all compounds are listed; the hit share may differ from the screen's.

Values in the order – IDH1 R132H inh, EZH2 inh
- C[C@@H]1CN([C@@H](C)CO)C(=O)c2cc(-c3cccc(F)c3)cnc2O[C@@H]1CN(C)S(C)(=O)=O
  0.1, -4
- COCC(=O)Nc1ccc2c(c1)C(=O)N(C)C[C@@H](OC)[C@H](C)CN(Cc1cccc(F)c1)[C@H](C)CO2
  0.1, 20
- C[C@H](CO)N1C[C@H](C)[C@@H](CN(C)C(=O)c2ccncc2)Oc2ncc(-c3ccc(C(=O)N(C)C)cc3)cc2C1=O
  /, 9
- COc1ccc(NC(=O)Nc2ccc3c(c2)CC(=O)N([C@@H](C)CO)C[C@H](C)[C@H](CN(C)Cc2ccc4c(c2)OCO4)O3)cc1
  -0.3, /
- C[C@@H]1CCCCO[C@H](CN(C)C(=O)Nc2cccc3ccccc23)[C@H](C)CN([C@@H](C)CO)C(=O)c2cc(NC(=O)Nc3ccc(C(F)(F)F)cc3)ccc2O1
  -2.5, /
- C[C@@H]1CN([C@H](C)CO)C(=O)Cc2cc(NC(=O)NC3CCCCC3)ccc2O[C@H]1CN(C)Cc1ccc(C(F)(F)F)cc1
  -0.3, /
- C[C@H]1CN([C@@H](C)CO)C(=O)Cc2cc(NC(=O)Nc3cccc4ccccc34)ccc2O[C@@H]1CN(C)Cc1ccc(C(=O)O)cc1
  0.2, /
- COc1ccccc1-c1cn(CC[C@H]2CC[C@@H](NC(=O)Cc3ccccn3)[C@@H](CO)O2)nn1
  -0.2, 9
- C[C@H](O)C#Cc1ccc2c(c1)O[C@@H](CN(C)Cc1ccccn1)[C@H](C)CN([C@@H](C)CO)S2(=O)=O
  /, -8
- Cc1cc(C)c(OCC(=O)Nc2cccnc2)c(Br)c1
  -0.3, 5
- C[C@@H]1CN([C@@H](C)CO)C(=O)c2cccc(NC(=O)c3ccncc3)c2O[C@H]1CN(C)C(=O)NC1CCCCC1
  -0.1, 7
- CN(C)CCC1(c2ccc(Cl)cc2)Cc2ccccc2C(=O)O1 (centres undefined)
  -0.9, /
- COc1ccc(N(C(=O)C2CCCCC2)S(=O)(=O)c2cc(OC)ccc2OC)cc1
  0.2, 11
- O=C(C[C@@H]1C[C@H]2c3cc(NC(=O)c4cccnc4)ccc3O[C@H]2[C@@H](CO)O1)NCc1cccnc1
  -0.4, 11
- C[C@H]1CN([C@@H](C)CO)C(=O)c2cc(C#Cc3ccccc3)cnc2O[C@@H]1CN(C)C(=O)CCN1CCCCC1
  -0.5, /
- C[C@H](CO)N1C[C@H](C)[C@H](CN(C)C(=O)Nc2ccc3c(c2)OCO3)Oc2ccc(NC(=O)C3CC3)cc2CC1=O
  -19, -6
- C[C@H](CO)N1C[C@H](C)[C@@H](CN(C)Cc2cncnc2)Oc2ncc(C#CC3(O)CCCC3)cc2C1=O
  /, -65
- Cc1noc(C)c1S(=O)(=O)N(C)C[C@@H]1Oc2ccc(NS(=O)(=O)c3cn(C)cn3)cc2CC(=O)N([C@@H](C)CO)C[C@@H]1C
  1.0, /
- C[C@H]1CCCCO[C@H](CN(C)C(=O)Nc2cccc3ccccc23)[C@@H](C)CN([C@@H](C)CO)C(=O)c2cc(NC(=O)Cc3ccccc3)ccc2O1
  2.0, /
- O=C(C[C@H]1C[C@H]2c3cc(NC(=O)c4ccc5c(c4)OCO5)ccc3O[C@H]2[C@@H](CO)O1)NCc1cc(F)ccc1F
  -0.3, 2
- COc1ccc(-c2ccc3c(c2)O[C@@H](CN(C)Cc2cccnc2)[C@H](C)CN([C@@H](C)CO)S3(=O)=O)cc1
  1.8, 28
- CO[C@H]1CN(C)C(=O)c2cc(NC(=O)NC(C)C)ccc2OC[C@@H](C)N(C(=O)C2CCC2)C[C@@H]1C
  0.2, -7
- CC(=O)N[C@@H]1C=C[C@H](CC(=O)NCC2CCCCC2)O[C@@H]1CO
  -0.3, 1
- O=C(COc1cccc([N+](=O)[O-])c1)Nc1cccc(I)c1
  0.3, 4
- O=C(Nc1cc(F)ccc1F)N[C@H]1CC[C@@H](CCn2cc(C3CC3)nn2)O[C@H]1CO
  -0.2, 7
- COc1ccc(S(=O)(=O)Nc2ccc3c(c2)[C@@H]2C[C@@H](CC(=O)NCC4CC4)O[C@@H](CO)[C@@H]2O3)cc1
  0.3, 3
- C[C@@H]1CN([C@@H](C)CO)C(=O)c2cc(N(C)C)ccc2O[C@@H](C)CCCCO[C@H]1CN(C)C(=O)Nc1cccc2ccccc12
  1.7, 2
- C[C@@H]1CN([C@H](C)CO)C(=O)c2cc(NC(=O)Nc3cccc4ccccc34)ccc2O[C@@H]1CN(C)C(=O)Nc1ccc(C(F)(F)F)cc1
  -1.0, /
- C[C@H]1CN([C@@H](C)CO)C(=O)c2cc(NC(=O)Cn3cnnn3)ccc2O[C@@H]1CN(C)CC1CCCCC1
  0.2, /
- C[C@@H]1CCCCO[C@@H](CN(C)Cc2ccc(C(=O)Nc3ccccc3N)cc2)[C@@H](C)CN([C@H](C)CO)C(=O)c2cc(NS(C)(=O)=O)ccc2O1
  -0.3, -20

Individual results from above.
IDH1 R132H inh result of `Cc1noc(C)c1S(=O)(=O)N(C)C[C@@H]1Oc2ccc(NS(=O)(=O)c3cn(C)cn3)cc2CC(=O)N([C@@H](C)CO)C[C@@H]1C` stands at 1.0
EZH2 inh result of `C[C@H](CO)N1C[C@H](C)[C@@H](CN(C)C(=O)c2ccncc2)Oc2ncc(-c3ccc(C(=O)N(C)C)cc3)cc2C1=O` stands at 9
EZH2 inh result of `COCC(=O)Nc1ccc2c(c1)C(=O)N(C)C[C@@H](OC)[C@H](C)CN(Cc1cccc(F)c1)[C@H](C)CO2` stands at 20

Additional structures follow:
Values in the order – IDH1 R132H inh, EZH2 inh
- C[C@@H]1CCCCO[C@@H](CN(C)C(=O)Nc2ccc3c(c2)OCO3)[C@@H](C)CN([C@@H](C)CO)C(=O)c2cc(NC(=O)CCCN(C)C)ccc2O1
  -1.4, /
- C[C@@H]1CN([C@H](C)CO)C(=O)c2cc(C#CCC3CCCC3)cnc2O[C@H]1CN(C)C(=O)CN(C)C
  0.2, -15
- C[C@H](O)C#Cc1cnc2c(c1)C(=O)N([C@@H](C)CO)C[C@@H](C)[C@H](CN(C)C(=O)Cc1ccncc1)O2
  /, 2
- COc1cccc(CNC(=O)c2cc3c(c(-c4cccc(-c5ccncc5)c4)n2)[C@H](CCO)N([S@@](=O)C(C)(C)C)C3)c1
  -0.6, 11
- C[C@H]1CCCCO[C@@H](CN(C)C)[C@@H](C)CN([C@@H](C)CO)C(=O)c2cc(NS(=O)(=O)c3ccc(Cl)cc3)ccc2O1
  -1.6, 2
- COCC(=O)N(C)C[C@@H]1Oc2cc(C#CC3CC3)ccc2S(=O)(=O)N([C@@H](C)CO)C[C@@H]1C
  0.9, -1
- O=C(NC(CO)Cc1ccccc1)c1ccccc1 (centres undefined)
  0.0, /
- O=C(C[C@@H]1C=C[C@H](NC(=O)NC2CCCC2)[C@H](CO)O1)NCc1ccc(F)cc1
  -0.3, 12
- CC(=O)Nc1ccc(C(=O)Nc2ccccc2[N+](=O)[O-])cc1
  /, 5
- Cc1ccc(S(=O)(=O)N(C)C[C@@H]2Oc3ccc(NC(=O)C4CCCCC4)cc3CC(=O)N([C@@H](C)CO)C[C@@H]2C)cc1
  0.0, /
- CN(C)CC(=O)N[C@@H]1C=C[C@H](CC(=O)NCCN2CCCCC2)O[C@H]1CO
  0.3, 3
- COc1cccc(S(=O)(=O)N(C)C[C@@H]2Oc3ncc(C#CC(C)(C)O)cc3C(=O)N([C@H](C)CO)C[C@@H]2C)c1
  -1.9, 4
- C[C@H]1CN([C@@H](C)CO)C(=O)c2cc(NC(=O)Cc3cn(C)c4ccccc34)ccc2O[C@H]1CN(C)S(=O)(=O)c1ccc(F)cc1
  -12, /
- COCC#Cc1ccc2c(c1)O[C@@H](CN(C)Cc1ccncc1)[C@@H](C)CN([C@H](C)CO)S2(=O)=O
  -0.3, -10
- C[C@H](CO)N1C[C@H](C)[C@H](CN(C)Cc2ccc(Cl)c(Cl)c2)Oc2c(NC(=O)C3CC3)cccc2C1=O
  -5.3, /

A portion taken from the entries so far, as a working copy:
Values in the order – IDH1 R132H inh, EZH2 inh
- C[C@@H]1CN([C@@H](C)CO)C(=O)c2cc(-c3cccc(F)c3)cnc2O[C@@H]1CN(C)S(C)(=O)=O
  0.1, -4
- COCC(=O)Nc1ccc2c(c1)C(=O)N(C)C[C@@H](OC)[C@H](C)CN(Cc1cccc(F)c1)[C@H](C)CO2
  0.1, 20
- C[C@H](CO)N1C[C@H](C)[C@@H](CN(C)C(=O)c2ccncc2)Oc2ncc(-c3ccc(C(=O)N(C)C)cc3)cc2C1=O
  /, 9

Later entries.
Values in the order – IDH1 R132H inh, EZH2 inh
- CCC(=O)N[C@H]1CC[C@@H](CC(=O)OC)O[C@H]1CO
  -0.5, 5
- COCC(=O)Nc1ccc2c(c1)OC[C@@H](C)N(Cc1cncnc1)C[C@H](C)[C@@H](OC)CN(C)C2=O
  0.2, -12
- O=C(NO)c1cccc(C(=O)N/N=C/c2ccco2)c1
  -0.4, 11
- C[C@@H]1CN([C@@H](C)CO)C(=O)c2cc(NC(=O)Nc3cccc4ccccc34)ccc2O[C@@H](C)CCCCO[C@H]1CN(C)C
  -14, -35
- O=C1c2nc3cc(-c4ccccc4)[nH]n3c(=O)c2CN1Cc1ccccc1
  0.9, 3
- CC(C)(C)OC(=O)Nc1ccc(/C=N/NC(=O)c2ccccn2)cc1
  0.2, 8
- C[C@H]1CN([C@@H](C)CO)C(=O)c2cc(NC(=O)CCN3CCOCC3)ccc2O[C@@H]1CN(C)C(=O)Nc1ccc(C(F)(F)F)cc1
  0.2, /
- C[C@H]1CN([C@@H](C)CO)S(=O)(=O)c2ccc(Br)cc2O[C@H]1CN(C)Cc1ccc(F)cc1
  /, 24
- Cc1oc(C(C)(C)C)cc1-c1cc(N)n(-c2ccc(I)cc2)n1
  0.3, 20
- C[C@H]1CCCCO[C@H](CN(C)C(=O)Cc2ccccc2)[C@@H](C)CN([C@@H](C)CO)C(=O)c2cc(NC(=O)CCCN(C)C)ccc2O1
  -0.4, /
- COc1cccc(-c2cnc3c(c2)C(=O)N([C@@H](C)CO)C[C@H](C)[C@H](CN(C)Cc2ccc(F)cc2)O3)c1
  0.9, 3
- C[C@@H]1CCCCO[C@H](CN(C)Cc2ccccc2)[C@H](C)CN([C@H](C)CO)C(=O)c2cc(NC(=O)c3ccncc3)ccc2O1
  9.7, /
- O=C(C[C@@H]1CC[C@H](NC(=O)CC2CC2)[C@H](CO)O1)NCC(F)(F)F
  -0.2, -22
- C[C@H](CO)N1C[C@H](C)[C@@H](CN(C)S(=O)(=O)c2ccccc2)OCCCC[C@H](C)Oc2ccc(NC(=O)Nc3ccc(F)cc3)cc2C1=O
  0.9, /
- CO[C@@H]1CN(C)C(=O)c2cc(NS(=O)(=O)c3ccccc3F)ccc2OC[C@H](C)NC[C@@H]1C
  0.3, 1

Part of the list above in order of count of non-hydrogen atoms, rising:
Values in the order – IDH1 R132H inh, EZH2 inh
- O=C(Nc1cc(F)ccc1F)N[C@H]1CC[C@@H](CCn2cc(C3CC3)nn2)O[C@H]1CO
  -0.2, 7
- C[C@H]1CN([C@@H](C)CO)C(=O)c2cc(NC(=O)Cn3cnnn3)ccc2O[C@@H]1CN(C)CC1CCCCC1
  0.2, /
- C[C@@H]1CN([C@@H](C)CO)C(=O)c2cc(NC(=O)Nc3cccc4ccccc34)ccc2O[C@@H](C)CCCCO[C@H]1CN(C)C
  -14, -35

Additional records:
Values in the order – IDH1 R132H inh, EZH2 inh
- CNC[C@H]1Oc2ccc(NC(=O)Nc3c(C)noc3C)cc2CC(=O)N([C@H](C)CO)C[C@H]1C
  /, -3
- C[C@@H]1CN([C@H](C)CO)C(=O)CCCn2cc(nn2)CO[C@@H]1CN(C)C(=O)CCCN(C)C
  0.8, /
- C[C@H]1CN([C@@H](C)CO)C(=O)Cc2cc(NS(C)(=O)=O)ccc2O[C@@H]1CN(C)S(=O)(=O)c1ccccc1
  -4.3, /
- C[C@H]1CN([C@@H](C)CO)C(=O)c2cc(-c3ccc(C(=O)N(C)C)cc3)cnc2O[C@@H]1CN(C)C
  -0.9, -21
- COCCNC(=O)C[C@@H]1CC[C@H](NC(=O)NC2CCCC2)[C@H](CO)O1
  -0.2, 20
- CCCNC(=O)N[C@@H]1CC[C@H](CC(=O)NC2CCC2)O[C@H]1CO
  -0.1, 7
- COCC(=O)N(C)C[C@H]1Oc2cc(C#Cc3ccccc3)ccc2S(=O)(=O)N([C@H](C)CO)C[C@@H]1C
  0.0, -2
- CSc1ccccc1C(=O)Nc1ccccc1C(=O)NCc1ccco1
  -1.2, 8
- COCC(=O)Nc1ccc2c(c1)C(=O)N(C)C[C@H](OC)[C@H](C)CN(C(=O)COC)[C@@H](C)CO2
  -0.3, 4
- COc1cc([N+](=O)[O-])ccc1NC(=O)Nc1nn(Cc2ccc(Cl)c(Cl)c2)cc1Cl
  0.3, -5
- C[C@H]1CN([C@@H](C)CO)S(=O)(=O)c2ccc(C#CC3CC3)cc2O[C@H]1CN(C)C(=O)c1cccnc1
  4.4, 7&17
- C[C@H](CO)N1C[C@H](C)[C@@H](CN(C)Cc2ccccc2)Oc2c(NC(=O)C3CC3)cccc2C1=O
  -0.4, /
- Cc1cc(N)nc(COc2ccc([N+](=O)[O-])cc2)n1
  0.2, -1
- CO[C@@H]1CN(C)C(=O)c2ccc(NC(=O)c3ccccc3F)cc2OC[C@@H](C)N(CC2CC2)C[C@H]1C
  0.3, -12
- C[C@H](CO)N1C[C@H](C)[C@H](CN(C)C(=O)Nc2cccc(F)c2)OCc2cnnn2CCCC1=O
  -0.5, /
- Cc1noc(C)c1S(=O)(=O)N(C)C[C@H]1OCCCC[C@@H](C)Oc2ccc(NC(=O)Nc3cccc4ccccc34)cc2C(=O)N([C@H](C)CO)C[C@@H]1C
  -2.1, /
- CCOc1ccccc1OCC(=O)Nc1cccc([N+](=O)[O-])c1
  -0.5, 10
